Screening data deposited in PubChem BioAssay by National Center for Advancing Translational Sciences (NCATS).
CHX counter = Cycloheximide Counterscreen for Small Molecule Inhibitors of Shiga Toxin; max response, %; 12% of 300,000 active; cell reporter, cycloheximide protein synthesis inhibition counterscreen; in the data active = max response mostly above about 13%, no sharp cut-off; inactive = mostly below about 14%; also: read at 38.3 µM for the half of the compounds with a filed dose; 0% is about no effect
Shiga toxin inh = A qHTS for Small Molecule Inhibitors of Shiga Toxin. AID 2315, 2010. Vero cells, Shiga toxin protein synthesis inhibition reporter. 9.2% of 290,000 active. inhibition, % at 38.7 µM; in the data active = inhibition mostly above about 28%, no sharp cut-off; inactive = mostly below about 43%; also: 0% is about no effect
LmPK inh = qHTS Assay for Inhibitors of Leishmania Mexicana Pyruvate Kinase (LmPK). Q27686. Potency, µM (series often up to 57.5 µM), for inactives: at the highest dose activity change, negative = inhibition, usual class: inhibitors. 0.37% of 290,000 active. purified LmPK, Kinase-Glo ATP luminescence, 1 h; also: potency is read from the fitted curve at half-maximal effect; % is scaled to controls: 0 for no effect and ±100 for the full control effect
Target sequence (Q27686 whole entry, looked up): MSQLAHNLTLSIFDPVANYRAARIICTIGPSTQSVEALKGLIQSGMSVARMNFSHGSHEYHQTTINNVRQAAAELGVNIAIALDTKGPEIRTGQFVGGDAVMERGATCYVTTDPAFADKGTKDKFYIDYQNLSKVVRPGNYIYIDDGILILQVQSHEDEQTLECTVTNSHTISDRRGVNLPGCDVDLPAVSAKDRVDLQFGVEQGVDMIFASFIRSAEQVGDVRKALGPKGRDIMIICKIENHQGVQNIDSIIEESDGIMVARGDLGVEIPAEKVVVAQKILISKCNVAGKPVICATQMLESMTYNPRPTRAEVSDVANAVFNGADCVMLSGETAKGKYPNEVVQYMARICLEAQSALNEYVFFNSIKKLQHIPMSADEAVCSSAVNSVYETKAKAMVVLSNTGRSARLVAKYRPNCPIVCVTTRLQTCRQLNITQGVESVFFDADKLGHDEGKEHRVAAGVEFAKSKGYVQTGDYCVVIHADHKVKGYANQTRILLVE
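ATP generated from ADP (0.1 mM) and PEP (0.5 mM) by 0.1 nM LmPK over 1 h at room temperature (pH 7.2 imidazole buffer) was detected by coupled luciferase luminescence. Values were normalized to uninhibited and no-enzyme wells.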
HCV inhibitor = qHTS Assay for Inhibitors of Hepatitis C Virus (HCV); AID 651820, 2012; 3.4% of 340,000 active; Huh7.5.1 HCVcc-Cre infection, luciferase reporter, 44 h; Potency, µM (highest dose often 41.8 µM), inactives show at the highest dose activity change, negative = inhibition, usual class: inhibitors; also: potency is read from the fitted curve at half-maximal effect; % is scaled to controls: 0 for no effect and ±100 for the full control effect
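Reporter virus HCVcc-Cre (~0.5 moi) infects cells exposed to compound; seeding density 1,000 cells/well with 4 h settling beforehand. Luminescence, 15 sec read, taken 44 h post-infection following a 15 min RT substrate incubation.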
Pf growth 96h = Primary qHTS for delayed death inhibitors of the malarial parasite plastid, 96 hour incubation; Potency, µM (highest dose often 28.7 µM), inactives show at the top dose activity change, negative = inhibition, usual class: inhibitors; 6.9% of 320,000 active; P. falciparum luciferase reporter growth, 96 h; also: potency is read from the fitted curve at half-maximal effect; % is scaled to controls: 0 for no effect and ±100 for the full control effect
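Cell-based qHTS: luciferase-tagged P. falciparum in erythrocytes (2% hematocrit, 0.05% parasitemia final) incubated with compounds for 96 hours, 37 C, 5% CO2; luciferase detection reagent then added and luminescence measured.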
Pf growth 48h = Primary qHTS for delayed death inhibitors of the malarial parasite plastid, 48 hour incubation. P. falciparum luciferase growth in erythrocytes, 48 h. Potency, µM (series often up to 28.7 µM), for the others: at the top dose activity change, negative = inhibition, actives largely listed as inhibitors. 5.9% of 310,000 active; also: potency is read from the fitted curve at half-maximal effect; % is scaled to controls: 0 for no effect and ±100 for the full control effect
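Parasite viability was followed by luminescence of a genomically integrated firefly luciferase. Cultures held 0.1% parasitemia at 2% hematocrit (final), incubated under 5% CO2 at 37 C.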
Tb PYK inh = qHTS of Trypanosoma Brucei Inhibitors. AID 624173, 2012. TbPYK enzyme, Kinase-Glo Plus ATP luminescence, 45 min. pyruvate kinase (Trypanosoma brucei), Q57TT1. 0.12% of 410,000 active. Potency, µM (doses to about 76.8 µM), for inactives: at the top dose activity, negative = inhibition, usual class: inhibitors; also: potency is read from the fitted curve at half-maximal effect; % is scaled to controls: 0 for no effect and ±100 for the full control effect; nearly all actives have a fitted effect of over 50% in size
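ADP (130 uM final) triggers the TbPYK reaction after compound addition; incubation is 45 min at room temperature. Kinase-Glo Plus is then added and luminescence imaged. Normalized data are fitted to concentration-effect curves.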
* hit, by the source's call; ? = inconclusive; . = no result given; [ ] = remark or other dose. Unless noted, calls follow the shape of the dose curve; as a rule, active = well fitted curve in the direction sought with a large enough effect; inconclusive = small, poorly fitted or top-dose-only effect, or another doubt; inactive = no such curve, though single readings can be large; an effect the other way counts as inactive or inconclusive.

| molecule | CHX counter | Shiga toxin inh | LmPK inh | HCV inhibitor | Pf growth 96h | Pf growth 48h | Tb PYK inh |
| --- | --- | --- | --- | --- | --- | --- | --- |
| CCN(CC)S(=O)(=O)c1ccc(OC(C)C)c(NC(=O)C2=COCCO2)c1 | . | . | . | ? | 8.3µM* | ? | -5% |
| COc1cccc(NC(=O)CCC2CCN(C(=O)C3CC=CCC3)CC2)c1 (configuration not stated) | 13 | 28 | -10% | -2% | 3% | -30% | 3% |
| Cc1ccc2c(c1)C(c1ccccc1)=NCC(=O)N2 | -2 | -8 | 4% | 1% | 26% | 5% | -15% |
| C[C@@H](C(=O)Nc1ccc2c(c1)OCCO2)n1nnc2ccccc2c1=O | 45* | 107* | 9% | -23% | 160%[activator] | 150%[activator] | 0% |
| CCCCn1c(N)c(N(CC(C)C)C(=O)c2cc(C)nc3ccccc23)c(=O)[nH]c1=O | . | . | . | ? | 3% | ? | -8% |
| CC(C)C[C@H]1CN=C(Nc2ccccc2)N1CCCC1CCCC1 | -3 | -2 | 1% | ? | 12µM* | ? | 8% |
| CC(=O)c1cccc(NC(=O)CC2S/C(=N/N=C/c3ccccc3)NC2=O)c1 (configuration not stated) | -1 | -9 | 5% | 19% | ? | -19% | 3% |
| Cc1ccc(NC(=O)CC2S/C(=N/N=C3/NC(=O)CS3)NC2=O)cc1 (configuration not stated) | -4 | -2 | 9% | 6% | 2% | 16% | 1% |
| O=C(CNC(=O)Cn1ccc2ccccc2c1=O)NCCCN1CCCCCC1 | -4 | -12 | -4% | 3% | 37%[activator] | -1% | 4% |
| COCCn1cnc2c1c(=O)[nH]c(=O)n2Cc1ccccc1 | -1 | -9 | -1% | 24% | ? | -1% | 2% |
| C=CCC(C(=O)OC)(C(=O)OC)c1ccccc1[N+](=O)[O-] | -2 | -6 | 0% | 16% | 0% | -9% | -2% |
| CCOc1ccc(-n2nc3ccc(NC(=O)c4ccc5c(c4)OCCO5)cc3n2)cc1 | -2 | 9 | 0% | 6.3µM* | 323%[activator] | -24% | 5% |
| Cc1ccc(NC(=O)CSc2nnc(-c3cc(C)on3)o2)cc1 | -5 | 24 | -1% | 23% | 16% | 33%[activator] | -6% |
| CCc1c(C)nc2c(-c3ccccc3)c(C)[nH]n2c1=O | -2 | -10 | -3% | -6% | -20% | 5% | 7% |
| O=C(NC(=S)N1CCCCC1c1cccnc1)c1ccccc1 (configuration not stated) | 12 | 3 | -11% | -2% | ? | 1% | -21% |
| CCOC(=O)c1ccc(COC(=O)CNC(=O)CNC(=O)c2ccc(OC)cc2)o1 | -1 | 2 | 5% | ? | -3% | 2% | -7% |
| COc1ccc(-n2nnnc2SCC(=O)Nc2nnn(C)n2)cc1 | -2 | -16 | 7% | 22% | 18% | . | -3% |
| CC(=O)OC1CC[C@@]2(C)C(CCC3C2CC(=O)[C@@]2(C)C3CC3CC(C)=CC(=O)C32)C1 (some centres not stated) | -3 | -11 | 2% | -1% | -26% | -19% | 4% |
| O=[N+]([O-])c1cccc(C2Nc3cccc4cccc(c34)N2)c1 | 9 | 12 | 0% | 18% | -7% | 4.1µM* | -1% |
| CC(=O)OCC1OC(c2ccccc2)C(OC(C)=O)C(OC(C)=O)C1OC(C)=O (configuration not stated) | -4 | 2 | 6% | 22% | 14% | 14% | 1% |

In another format: results already given.
Cc1ccc(NC(=O)CSc2nnc(-c3cc(C)on3)o2)cc1
  CHX counter: -5	Shiga toxin inh: 24	LmPK inh: -1%	HCV inhibitor: 23%	Pf growth 96h: 16%	Pf growth 48h: 33%[activator]	Tb PYK inh: -6%
CCc1c(C)nc2c(-c3ccccc3)c(C)[nH]n2c1=O
  CHX counter: -2	Shiga toxin inh: -10	LmPK inh: -3%	HCV inhibitor: -6%	Pf growth 96h: -20%	Pf growth 48h: 5%	Tb PYK inh: 7%
O=C(NC(=S)N1CCCCC1c1cccnc1)c1ccccc1 (configuration not stated)
  CHX counter: 12	Shiga toxin inh: 3	LmPK inh: -11%	HCV inhibitor: -2%	Pf growth 96h: ?	Pf growth 48h: 1%	Tb PYK inh: -21%
CCOC(=O)c1ccc(COC(=O)CNC(=O)CNC(=O)c2ccc(OC)cc2)o1
  CHX counter: -1	Shiga toxin inh: 2	LmPK inh: 5%	HCV inhibitor: ?	Pf growth 96h: -3%	Pf growth 48h: 2%	Tb PYK inh: -7%

Later entries:
| molecule | CHX counter | Shiga toxin inh | LmPK inh | HCV inhibitor | Pf growth 96h | Pf growth 48h | Tb PYK inh |
| --- | --- | --- | --- | --- | --- | --- | --- |
| O=C1c2ccccc2C(Nc2ccc(F)cc2F)N1CCN1CCOCC1 (configuration not stated) | 4 | -8 | 0% | -5% | ? | 27% | -6% |
| CCOC(=O)C(=O)C1C(=O)Nc2ccccc21 (configuration not stated) | -2 | -8 | -2% | 3% | 19% | 0% | -14% |
| N#CCSc1nc2ccccc2c(=O)n1CCCC(=O)NCc1ccco1 | 6 | -5 | -5% | 3% | -40% | -1% | 6% |
| Cc1nc(NC(=O)c2cccc(Cl)c2)sc1-c1csc(Nc2cccc(Cl)c2)n1 | -1 | -12 | -5% | . | 9.3µM* | 8.3µM* | . |
| COC(=O)C1=C(C)N(Cc2ccc(OC)c(OC)c2)C(=O)C1 | -4 | -9 | 0% | 13% | ? | 13µM* | -17% |
| Cc1ccc2cc(/C=N/NC(=O)c3ccc(F)cc3)c(Cl)nc2c1 | -2 | -7 | 0% | -18% | 24% | 10% | 1% |
| O=C(Nc1cccc2ccccc12)N1CCN(c2ccc(F)cc2)CC1 | 7 | -11 | 10% | 1% | 1.5µM* | 13% | -5% |
| CN(C)CCCn1c(NCc2ccc3c(c2)OCO3)nc2ccccc21 | -4 | -9 | -2% | ? | -79% | . | -21% |
| COc1cc(CNCCCN2CCOCC2)c(Br)cc1OC(C)C | -2 | -8 | 4% | ? | -13% | -25% | -1% |
| C/C(=N\NC(N)=S)c1cccnc1 | -3 | 2 | -2% | -9% | 22% | 10% | -4% |
| Cc1cc(C)n2nc(C(=O)N/N=C/C=C/c3ccccc3)nc2n1 | 8 | -3 | -2% | 27% | 9% | -13% | 1% |
| CCOc1ccc(CCNC(=O)Cc2ccc(NC3=NC4CS(=O)(=O)CC4S3)cc2)cc1OCC (configuration not stated) | -3 | -4 | 4% | -1% | 33%[activator] | 0% | 4% |
| COc1ccc(N=C2CCCN2CC(N)=O)cc1 | -1 | 13 | 3% | -25% | 34%[activator] | -2% | -1% |
| O=C(NCC1CCCO1)/C(=C\c1cccs1)NC(=O)c1ccccc1 (configuration not stated) | -2 | 8 | 0% | 10% | 9% | 8% | -8% |
| CCN1C(=O)[C@@H]2[C@@H](c3ccc(-c4ccc(F)cc4)cc3)N3CCCC[C@@]3(C(=O)OC)[C@@H]2C1=O | . | . | . | -2% | ? | 10µM* | -4% |
| CC(=O)c1c(C)cc(C)c(CSc2nc(C)cc(=O)[nH]2)c1C | 9 | -17 | 1% | -5% | -18% | -12% | -1% |
| Cc1ccc2cc(S(=O)(=O)NCCC(=O)O)ccc2c1 | -3 | 15 | 17% | 11% | 0% | . | -8% |
| CCOc1ccc(C(=O)Nc2ccccc2-c2ccccc2)cc1Cl | -2 | 2 | 13% | -5% | -4% | -4% | 2% |
| O=C1C=C(c2cccs2)CC(c2cccs2)C1n1cnc([N+](=O)[O-])c1 (configuration not stated) | -2 | -14 | 5% | -7% | . | ? | 5% |
| CCc1ccc(NC(=O)CCNC(=O)N2C[C@H]3C[C@@H](C2)c2cccc(=O)n2C3)cc1 | 27* | 31* | -4% | -12% | 4% | 10% | 6% |
| Cc1c(C(=O)N(CCO)Cc2ccccc2)oc2c(F)cccc12 | 35* | 32* | -1% | -20% | ? | 2% | -4% |
| CN(c1ccc(C(=O)NCCSCc2ccco2)cc1)S(C)(=O)=O | 30* | 41* | 2% | -14% | . | 57%[activator] | 0% |
| Cc1c(C(=O)NCCc2ccccc2)oc2ccccc12 | 29* | 75* | -1% | 6% | -9% | 245%[activator] | 3% |
| COC(=O)CCN1CCc2cc(N=Nc3ccc([N+](=O)[O-])cc3)ccc21 | 39* | 88 | -23% | ? | 145%[activator] | 217%[activator] | -18% |
| CCOC(=O)N1CCN(Cc2nc(CC3CC3)no2)CC1 | 27* | 34* | -1% | 5% | -9% | 47%[activator] | 5% |
| COc1cc2nc(NC(=O)c3ccc(F)cc3Cl)sc(=O)c2cc1OC | -2 | 2 | 4% | ? | 11% | -5% | 1% |
| COc1ccc([C@H]2CC(=O)C=C(c3ccc(Oc4ccccc4)cc3)C2)cc1OC | . | . | . | 5.6µM* | ? | ? | 2% |
| COc1ccc(C(=O)CSc2nccn2C)cc1 | 29* | 67* | -15% | 13% | 114%[activator] | 103%[activator] | -7% |
| CN(C)c1ncc(S(=O)(=O)c2ccccc2)c(-c2ccccc2Cl)n1 | -3 | 23 | 2% | -2% | -18% | ? | 3% |
| O=S(=O)(Nc1nc2ccccc2s1)c1ccc(Br)s1 | 2 | 2 | 3% | 32%[activator] | 2% | 0% | 2% |
| NNC(=O)c1ccc2nc(-c3ccc(Br)cc3)cn2c1 | 30* | 57 | -8% | -8% | -65% | ? | -5% |
| CCOc1ccc(-c2nc(CN(Cc3ccccc3)C[C@@H]3CCC(=O)N3)c(C)o2)cc1 | 8 | 9 | 2% | ? | 0% | ? | 0% |
| OC(CN1CCC(c2c[nH]c3ccccc23)CC1)C(F)(F)F (configuration not stated) | -2 | -7 | 1% | 2% | 21% | 29% | 0% |
| CC(=O)Nc1cccc(NC(=O)C(F)(F)F)c1 | -3 | 48 | 1% | 0% | 28% | 0% | -8% |
| Cc1ccc(S(=O)(=O)NN=C2CCC(C(C)(C)C)CC2)cc1[N+](=O)[O-] (configuration not stated) | -3 | -12 | -2% | 1% | 33%[activator] | 1% | -8% |
| CC(C)(C)NC(=O)C(=O)NN=C1CCCCCCC1 | 17 | 61* | 2% | 26% | 1% | -17% | 3% |
| COc1ccc2c(c1)c1nnc(SCC(=O)NC3CC3)nc1n2C | -6 | -8 | -8% | 16% | -8% | -18% | -9% |

Entries of single compounds as entered above. Values in the order: CHX counter, Shiga toxin inh, LmPK inh, HCV inhibitor, Pf growth 96h, Pf growth 48h, Tb PYK inh
Entry for CC(=O)Nc1cccc(NC(=O)C(F)(F)F)c1 → -3, 48, 1%, 0%, 28%, 0%, -8%
Entry for Cc1c(C(=O)NCCc2ccccc2)oc2ccccc12 → 29*, 75*, -1%, 6%, -9%, 245%[activator], 3%

Hits appear at their usual frequency; overall some 24% were active at least once.
